Large T inhibition: SV40 large T antigen inhibitors, biochemical (AID 1903) | SV40 large T antigen ATPase/helicase inhibition assay; higher % means a stronger effect | one-dose inhibition, % at 20 µM; IC50 in µM for titrated hits | hit rate 0.39% among 310,000; in the data active means a potency from the dose series; inconclusive means inhibition mostly from about 32% at the one dose, without a potency; inactive means the rest, 99 in 100 with inhibition below about 32%; further: strong numbers were not always called active
West Nile virus CPE: West Nile virus antiviral activity, cell-based, CPE readout (AID 1621) | West Nile virus-infected cells, CPE inhibition; higher % means a stronger effect | one-dose CPE inhibition, % at 10 µM; IC50 in µM for titrated hits | hit rate 0.02% among 290,000; in the data active means a potency from the dose series; inconclusive means CPE inhibition mostly from about 3.7% at the one dose, without a potency; inactive means the rest, 99 in 100 with CPE inhibition below about 2.2%; further: strong numbers were not always called active
Dengue-2 NS5 capping: Dengue-2 NS5 methyltransferase inhibitors, primary screen, biochemical, confirmation dose response (AID 588689) | Genome polyprotein (Dengue virus type 2 (strain 16681-PDK53)) | Dengue-2 NS5 methyltransferase capping enzyme assay, biochemical; higher % means a stronger effect | inhibition, % at 25 µM; hits with a dose series show IC50 in µM | hit rate 0.3% among 340,000; in the data active means a potency from the dose series; inconclusive means inhibition above about 29% without an active follow-up result
GPR35 antagonists: GPR35 antagonists blocking zaprinast-driven arrestin recruitment, primary screen, imaging, U2OS, beta-arrestin-GFP, zaprinast agonist (AID 2058); hit rate 0.052% among 290,000; U2OS GPR35 beta-arrestin-GFP translocation imaging, zaprinast antagonism; higher % means a stronger effect; G-protein coupled receptor 35 (Homo sapiens); inhibition, % at 10 µM, or IC50 in µM where a hit was titrated;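 active means inhibition of at least 50% with at least 30 cells and total cytoplasm GFP at most 10,000,000; inconclusive means under 30 cells or total GFP of 10,000,000 plus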
RSV CPE inhibition: RSV antiviral activity via CPE protection, HEp-2 cells, primary 10 µM value included (AID 2391); HEp-2 cells, RSV-induced CPE inhibition; higher % means a stronger effect; CPE inhibition, % at 10 µM, or IC50 in µM where a hit was titrated; hit rate 0.13% among 310,000; in the data active means a potency from the dose series; inconclusive means CPE inhibition mostly from about 23% at the one dose, without a potency; inactive means the rest, 99 in 100 with CPE inhibition below about 21%; further: strong numbers were not always called active
LYP inhibition: inhibitors of LYP phosphatase, biochemical, fluorescence intensity, uHTS (AID 1779); Tyrosine-protein phosphatase non-receptor type 22 (Homo sapiens); recombinant LYP phosphatase, fluorescence intensity; higher % means a stronger effect; inhibition, % at 11.5 µM, or IC50 in µM where a hit was titrated; hit rate 0.054% among 290,000; in the data active means inhibition above about 50%;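 further: plate controls were vehicle with enzyme for no effect and no enzyme for full effect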
MgcRacGAP inhibition: MgcRacGAP GTPase-activating activity inhibitors, confirmation, biochemical, ADP Hunter fluorescence; one-dose inhibition, % at 30 µM; IC50 in µM for titrated hits; Rac GTPase-activating protein 1 (Homo sapiens); MgcRacGAP-stimulated Rac1 GTP hydrolysis, ADP Hunter fluorescence; higher % means a stronger effect; GST-tagged Rac1 F28L mutant substrate; hit rate 0.6% among 340,000; AID 624330, 2012;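 active means first-screen hits whose inhibition reached a set limit at any dose in the follow-up dose series; inconclusive means inhibition above the set first-screen limit but never retested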;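 further: fluorescence reports GDP produced by GAP-driven GTP hydrolysis; strong numbers were not always called active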
Salmonella PhoP GFP: inhibitors of PhoP regulon expression, primary screen, Salmonella Typhimurium, GFP reporter (AID 1863); S. Typhimurium PhoP-regulated promoter GFP reporter, 4 h; higher % means a stronger effect; one-dose inhibition, % at 50 µM; IC50 in µM for titrated hits; hit rate 0.16% among 300,000;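 active means inhibition over 29.93%, a cutoff 3 SD above the screen mean, later confirmed by dose response; inconclusive means inhibition over 29.93% but no dose response follow-up; inactive means inhibition at most 29.93% or unconfirmed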;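 further: 0% = low Mg2+ inducing control and 100% = high Mg2+ repressing control; strong numbers were not always called active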
CSM14.1 death rescue: rescue of cells from ER stress-induced death, primary screen, 384-well, CSM14.1, thapsigargin, ATP luminescence (AID 1222). CSM14.1 thapsigargin-induced death rescue, ATP luminescence; higher % means a stronger effect. cellular ATP content (survival), % at 20 µM; hits with a dose series show EC50 in µM. 190,000 tested, under 10 active;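 active means EC50 below 50 µM in the dose-response confirmation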;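 further: death triggered by thapsigargin at about 15 µM added after 2 h compound pretreatment; cell ATP read after overnight thapsigargin exposure of roughly 18 to 22 hours; normalized against plate controls of thapsigargin alone and 5% DMSO vehicle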
Dengue-2 NS5 capping pilot replicate: further read-out of Dengue-2 NS5 capping, marked with its call; inhibition, %; measured here: pilot screen replicate inhibition
An asterisk follows results filed as active; u = inconclusive; x = no result given.

SMILES	Large T inhibition	West Nile virus CPE	Dengue-2 NS5 capping	GPR35 antagonists	RSV CPE inhibition	LYP inhibition	MgcRacGAP inhibition	Salmonella PhoP GFP	CSM14.1 death rescue	others
CC(C)(C)OC(=O)CNC(=O)c1[nH]cnc1C(=O)NC1CCN(C(=O)OC(C)(C)C)CC1	12%	0.4%	2%	-7%	2.9%	-10%	2%	x	x
CCc1ccc(NC(=O)CS(=O)CC(=O)Nc2ccc(F)cc2F)cc1 (centres undefined)	-1%	0.2%	-5%	6%	-0.4%	-1%	2%	-7%	-1.9%
COCCC(=O)N1CCC(C(=O)Nc2ccc(Oc3ccccc3)nc2)CC1	1%	0.0%	3%	-21%	3.4%	-6%	6%	2%	x
NCCCCCc1nnc(SCc2ccccc2Cl)o1	4%	-0.7%	-3%	20%	0.4%	-10%	7%	2%	-1.4%
O/N=C/c1ccn(-c2ccc(Br)cc2)c1	5%	0.1%	-4%	24%	2.5%	-2%	8%	8%	-0.6%
O=C(N=C1c2ccccc2CN1c1ccc(F)c(Cl)c1)c1cccnc1Cl	1%	0.2%	x	-2%	6.8%	4%	x	2%	-2.9%
CC(C)Oc1cccc(C(=O)C2CCCN(Cc3cnc(N4CCOCC4)s3)C2)c1 (centres undefined)	28%	-1.4%	-1%	3%	-0.4%	-5%	4%	7%	-0.4%
O=C1CC(c2ccncc2)c2cc3c(cc2N1)OCCO3 (centres undefined)	-4%	0.1%	-8%	2%	1.0%	-7%	10%	23%	0.2%
CC(C)CN(C(=O)COC(=O)c1ccc([N+](=O)[O-])s1)c1c(N)n(Cc2ccccc2)c(=O)[nH]c1=O	11%	x	-15%	x	0.9%	x	14%	-5%	x
Cc1c(C(=O)N2CCCC2)c(S(=O)(=O)NCCc2ccccc2)c(C)n1C	-6%	-0.3%	-8%	13%	-0.2%	-15%	-1%	2%	x
Cc1cc(NC(=S)N(Cc2ccc(Br)cc2)Cc2ccc(C(=O)O)cc2)ccc1Cl	9%	-0.1%	-7%	-13%	21%	11%	11%	-9%	-4.7%
Nc1nc2ccccc2[nH]1	3%	0.3%	0%	9%	0.7%	0%	5%	-9%	x
CCn1c(COc2ccc(=O)n(-c3ccccc3)n2)nnc1SCC(=O)OC	8%	0.4%	-4%	13%	4.4%	-6%	-1%	-9%	x
CC(C)(Oc1ccc(Cl)cc1)C(=O)N1CCN(c2ccccn2)CC1	3%	-0.5%	2%	-6%	1.3%	-4%	16%	6%	3.8%
COC(=O)C1=C(N)Oc2cc(C)n(Cc3ccccc3)c(=O)c2C1c1ccccc1 (centres undefined)	20%	-0.2%	-5%	1%	3.6%	-5%	10%	1%	-0.9%
c1ccc2c(c1)NC1(CCCCCC1)n1c-2nc2ccccc21	6%	-0.6%	1%	-2%	2.0%	-4%	6%	9%	-1.5%
O=C(NCCc1cccc(Cl)c1)c1cc2ccccc2oc1=O	2%	0.4%	-1%	3%	0.6%	-8%	6%	-6%	x
Cc1ccc(C(=O)OC2CCOC2=O)cc1NC(=O)c1ccco1 (centres undefined)	-1%	1.1%	-4%	-5%	2.3%	-2%	2%	-4%	0.3%
COC(=O)c1cc(O)c(O)c(O)c1	u	-0.6%	6%	9%	0.6%	-3%	-13%	3%	6.1%
Cc1ccc(NC(=O)c2cc(C)nc3ccccc23)c(Br)c1	1%	-0.7%	0%	13%	7.6%	-2%	14%	5%	x
CCCCOC(=O)C1=C(C)NC(=O)NC1c1cccc([N+](=O)[O-])c1 (centres undefined)	3%	-1.3%	3%	14%	3.0%	-4%	7%	2%	x	Dengue-2 NS5 capping pilot replicate=0.3
Cc1cccc(NC(=S)NNC(=O)c2ccco2)c1	22%	0.0%	-2%	5%	0.3%	0%	10%	-11%	-1.2%
CN(C)CCCCOc1ccccc1-c1ccccc1	-2%	-0.3%	-5%	-12%	-1.0%	3%	29%	0%	3.1%
O=C(CCc1c[nH]c2ccccc12)N1CCCC1	10%	-0.4%	-11%	9%	0.7%	-8%	3%	-7%	x
Cc1ccc2c(NC(=O)c3ccco3)cccc2n1	16%	1.1%	-5%	3%	1.9%	2%	6%	-1%	x

Molecules above that have fluorine:
SMILES	Large T inhibition	West Nile virus CPE	Dengue-2 NS5 capping	GPR35 antagonists	RSV CPE inhibition	LYP inhibition	MgcRacGAP inhibition	Salmonella PhoP GFP	CSM14.1 death rescue	others
CCc1ccc(NC(=O)CS(=O)CC(=O)Nc2ccc(F)cc2F)cc1 (centres undefined)	-1%	0.2%	-5%	6%	-0.4%	-1%	2%	-7%	-1.9%
O=C(N=C1c2ccccc2CN1c1ccc(F)c(Cl)c1)c1cccnc1Cl	1%	0.2%	x	-2%	6.8%	4%	x	2%	-2.9%

(next part)
SMILES	Large T inhibition	West Nile virus CPE	Dengue-2 NS5 capping	GPR35 antagonists	RSV CPE inhibition	LYP inhibition	MgcRacGAP inhibition	Salmonella PhoP GFP	CSM14.1 death rescue	others
COC(=O)c1cc(-c2c(C)oc3cc(O)ccc3c2=O)c(C)o1	4%	1.1%	-3%	-2%	2.1%	-6%	3%	-4%	1.2%
O=c1oc2cc(OCc3ccc(C(F)(F)F)cc3)ccc2cc1-c1ccccn1	-3%	0.2%	-10%	-1%	0.7%	5%	4%	1%	0.2%
O=C(Nc1ccc(N2CCCCC2)cc1)c1ccccn1	15%	-0.8%	9%	-22%	2.4%	-6%	31%	2%	-4.0%
Cc1cc(C(=O)Nc2cccnc2Cl)on1	5%	0.7%	-4%	-6%	1.4%	-9%	10%	1%	-0.6%
CCCCN(C)S(=O)(=O)c1ccc(C(=O)Nc2nnc(CSC)o2)cc1	-4%	0.1%	-2%	2%	7.7%	-5%	4%	3%	-2.0%
Cc1ccc(S(=O)(=O)CCc2nnc(NC(=O)c3ccccn3)s2)cc1	8%	0.8%	-5%	10%	-0.2%	-3%	7%	-1%	-2.1%
COc1ccc(CN2CCC(n3nccc3NC(=O)CCOc3ccccc3)CC2)cc1C	6%	-1.1%	-2%	6%	0.0%	-5%	4%	-6%	x
Cc1cccc(OCC2=N/C(=C\N(C)C)C(=O)O2)c1	3%	-0.2%	-2%	-1%	0.3%	-6%	-7%	2%	0.0%
CC[n+]1ccc(/C=C2\Sc3ccccc3N2CCCS(=O)(=O)[O-])c2ccccc21	7%	0.5%	-17%	12%	0.6%	-7%	3%	-2%	-2.5%
Cc1cccc(C)c1-n1cccc1/C=C1/C(=N)N2C(=NC1=O)SN=C2S(C)(=O)=O	16%	0.6%	26%	2%	u	1%	25%	-2%	-9.8%
COc1ccc(N(CC(=O)NCCc2ccccc2)C(=O)c2csnn2)cc1OC	7%	-0.4%	-1%	3%	1.2%	-5%	8%	-6%	x
O=C(NC(Cc1ccccc1)C(=O)NC1CC1)OCc1ccccc1 (centres undefined)	8%	-0.4%	-8%	17%	1.4%	-4%	-1%	-6%	-0.8%
O=C(O)c1cccc(-n2nnnc2SCc2ccccn2)c1	8%	-0.6%	-1%	25%	1.7%	-5%	0%	24%	-2.2%
COc1ccc(C(=O)NCCC2=CCCCC2)cc1OC1CCN(C(C)C)CC1	8%	0.1%	0%	-4%	4.3%	-10%	9%	4%	x
CC(=O)N1Cc2cc(N)ccc2Oc2ccccc21	18%	-0.2%	-4%	4%	4.0%	-4%	7%	4%	0.2%
CCN(CC(=O)N1CCN(Cc2ccccc2)CC1)S(=O)(=O)c1ccc(C)cc1	7%	-0.3%	2%	6%	1.2%	-7%	2%	-6%	x
CCOc1ccccc1N1CC(C(=O)NCCc2ccc(S(N)(=O)=O)cc2)CC1=O (centres undefined)	19%	x	-2%	2%	0.1%	-7%	7%	-3%	-2.2%	Dengue-2 NS5 capping pilot replicate=-3.6
CN(C(=O)c1ccncc1)C1CC(C)(C)N(O)C(C)(C)C1	6%	0.3%	3%	3%	1.6%	-4%	-2%	7%	-4.0%
Cc1ccc(-c2c(C#N)c(N)nc3c2CCCCC3)cc1	4%	0.2%	4%	17%	0.4%	-8%	7%	9%	-0.7%
Cc1ccc2c(c1)C(c1ccccc1)N(C(=O)c1ccc(Br)o1)CC(=O)N2 (centres undefined)	12%	x	-6%	0%	3.9%	-1%	3%	8%	0.3%
Cc1onc(-c2ccccc2)c1-c1nc2ccccc2c(=O)o1	10%	-0.2%	-15%	14%	1.2%	-5%	12%	4%	0.8%
Cc1ccc(C(=O)NC(NC(=O)c2ccc(C)cc2)C(Cl)Cl)cc1	-1%	0.0%	1%	11%	0.4%	-12%	10%	-6%	-0.6%
O=C(O)C(=O)Nc1ccc(NC(=O)C(c2ccccc2)c2ccccc2)cc1	5%	0.6%	-8%	11%	2.9%	-3%	12%	0%	x
Cc1ccc(/C=C/C(=O)OC(C)C(=O)Nc2ccc(Cl)cn2)o1 (centres undefined)	14%	-0.2%	-19%	6%	1.0%	3%	2%	-2%	-0.8%
COc1ccc(OCC(=O)N/N=c2\oc3c(OC)cccc3cc2C(N)=O)cc1	8%	-0.3%	0%	4%	1.9%	-3%	0%	-7%	-3.1%

Continuation.
SMILES	Large T inhibition	West Nile virus CPE	Dengue-2 NS5 capping	GPR35 antagonists	RSV CPE inhibition	LYP inhibition	MgcRacGAP inhibition	Salmonella PhoP GFP	CSM14.1 death rescue	others
Cc1c(CCC(=O)N2CCC[C@H]2C(=O)O)c(=O)oc2c(C)c3oc4c(c3cc12)CCCC4	16%	-0.2%	9%	-6%	x	3%	9%	-10%	x
COc1ccc(N2CCN(C(CNC(=O)C(=O)NCCCn3ccnc3)c3ccco3)CC2)cc1 (centres undefined)	22%	-0.6%	2%	-10%	0.6%	-4%	21%	0%	x
Cc1ccc(C(=O)NCc2ccccc2)c(F)c1F	11%	-0.1%	-5%	-15%	0.0%	-4%	13%	-3%	0.8%
O=C(NC1CCCCC1)c1ccc([N+](=O)[O-])o1	9%	u	-4%	-14%	13%	-4%	6%	-2%	x
COc1cc2c(cc1OC)CN(C(=O)c1ccccc1C(=O)O)CC2	6%	0.4%	5%	14%	1.8%	-14%	10%	-4%	-0.7%
O=C(O)c1ccc(OCCN2CCCC2=O)cc1	0%	0.3%	x	0%	0.1%	-8%	10%	-8%	x
CC(C)C(NS(=O)(=O)c1ccc2c(c1)OCCCO2)C(=O)O (centres undefined)	-3%	0.6%	-1%	-3%	0.5%	4%	-4%	-7%	-2.6%
CC(=O)OC(C(=O)n1nc(C)cc1C)c1ccccc1 (centres undefined)	22%	-0.3%	3%	-10%	0.9%	-6%	6%	-7%	-3.3%
COCCNC(=O)NC1(C(F)(F)F)Oc2ccc(Cl)cc2O1 (centres undefined)	34%	-0.5%	-11%	-8%	6.0%	-3%	3%	2%	1.9%

Screening results as filed in PubChem BioAssay.
